# High-throughput results: PubChem BioAssay, several laboratories
# NPY1 pot ag: human NPY-Y1 potentiation or agonism, primary screen; activation, % at 3.6 µM; NPY-Y1 expressing cells, potentiator/agonist activation; AID 1304; P25929; actives 0.37% (n = 220,000); in the data active = activation above about 33%, passing the limit was not always enough;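 also: cells stimulated with NPY at EC10 then isoproterenol at EC100; 0% = low agonist plus stimulus and 100% = saturating agonist plus stimulus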
# NPY-Y1 antag: blocks the human neuropeptide Y Y1 receptor; inhibition, % at 3.6 µM; AID 1040; HEK293-CNG Y1 cells, membrane potential fluorescence; NPY at EC95, then isoproterenol; actives 1% (n = 200,000); P25929;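 active = inhibition above the campaign mean inhibition of all tested compounds plus 3 SD, cut at about 20% in these data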;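 also: 0% = DMSO wells given NPY plus isoproterenol and 100% = isoproterenol alone without NPY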
#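 Assay system: HEK293 Y1/CNG channel cell line; Doses: single compound dose of 3.6 µM, 0.4% DMSO; Timing: dye 3 h, compound 60 min room temperature, stimulation 45 min; Technique: Membrane-potential fluorescent dye readout; Measure: % inhibition of NPY effect.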
# S1P4 antag: blocks the human S1P4 receptor. O95977. S1P4-expressing cells, antagonist mode, reporter read-out. inhibition, % at 4.98 µM. actives 0.26% (n = 220,000). AID 1510; in the data active = inhibition above about 29%;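 also: 0% = wells stimulated with agonist and 100% = vehicle wells without agonist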
# Target sequence (O95977 whole entry, looked up): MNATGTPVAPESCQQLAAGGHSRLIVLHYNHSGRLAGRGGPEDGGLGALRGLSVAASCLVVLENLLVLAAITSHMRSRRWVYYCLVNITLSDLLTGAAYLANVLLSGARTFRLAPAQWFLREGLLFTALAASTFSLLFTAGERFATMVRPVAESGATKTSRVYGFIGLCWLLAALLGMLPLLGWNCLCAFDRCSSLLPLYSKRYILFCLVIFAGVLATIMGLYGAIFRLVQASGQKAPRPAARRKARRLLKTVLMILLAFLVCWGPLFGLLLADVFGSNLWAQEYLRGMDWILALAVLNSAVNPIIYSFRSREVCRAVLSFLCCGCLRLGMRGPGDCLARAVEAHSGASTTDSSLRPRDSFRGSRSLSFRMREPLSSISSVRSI
# CHOP inh: CHOP inhibition in unfolded protein response. CHO-K1 CHOP-promoter luciferase, tunicamycin-induced, 15-18 h. inhibition, % at 10 µM. actives 3.8% (n = 220,000). AID 2732;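 active = compounds that reduced the stress-induced luciferase reporter signal by more than about 70% of percent inhibition, limit read from the data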;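 also: 0% = tunicamycin plus vehicle and 100% = wells without tunicamycin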
# TRPN1 ag: activates the zebrafish TRPN1 channel | actives 0.18% (n = 220,000) | HEK293 zebrafish TRPN1-YFP, Fluo-8 calcium fluorescence; 100% = response to 87 µM carbachol | AID 1424 | activation, % at 3 µM;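 active = activation above its plate's cutoff, the mean activation of test wells on that plate plus 3 SD, cut at about 19% in these data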;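 also: 0% = DMSO alone and 100% = 87 µM carbachol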
#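 Material – zebrafish TRPN1-YFP in HEK293 cells · Doses – 3 µM single point · Schedule – dye 1 h 37 °C plus 30 min RT · Signal – Fluo-8 calcium fluorescence, excitation 470-495 nm, emission 515-575 nm · Read-out – % activation versus carbachol response · Control set – carbachol high, DMSO low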
# S1P4 agonist: human S1P4 receptor agonism; O95977; S1P4-expressing cell line, agonist reporter assay; actives 0.35% (n = 220,000); activation, % at 4.98 µM; in the data active = activation above about 11%;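 also: 0% = DMSO vehicle and 100% = reference agonist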
# EP2 mod: modulates human prostaglandin E2 receptor EP2 signaling; induction, % at 25 µM; P43116; EP2-expressing cells, cAMP HTRF FRET, PGE2 co-stimulation; AID 940; actives 0.83% (n = 260,000);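 active = compounds whose cAMP rise, as percent of the full-agonist control response, exceeds 60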;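 also: rat C6 glioma line stably carrying human EP2 under a CMV promoter; the protocol text gives 20 µM as final concentration; 100% = response of wells given 1 µM PGE2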
# TRPML3 agonist: agonists of human TRPML3 channel; HEK293 TRPML3-YFP, Fluo-8 calcium fluorescence; 100% = the carbachol control signal; activation, % at 3 µM; actives 0.29% (n = 220,000); Q8TDD5;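 active = activation above its plate's cutoff, the mean activation of the plate's test wells plus 3 SD, cut at about 12% in these data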;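 also: 0% = DMSO only wells and 100% = carbachol wells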
# Target sequence (Q8TDD5 whole entry, looked up): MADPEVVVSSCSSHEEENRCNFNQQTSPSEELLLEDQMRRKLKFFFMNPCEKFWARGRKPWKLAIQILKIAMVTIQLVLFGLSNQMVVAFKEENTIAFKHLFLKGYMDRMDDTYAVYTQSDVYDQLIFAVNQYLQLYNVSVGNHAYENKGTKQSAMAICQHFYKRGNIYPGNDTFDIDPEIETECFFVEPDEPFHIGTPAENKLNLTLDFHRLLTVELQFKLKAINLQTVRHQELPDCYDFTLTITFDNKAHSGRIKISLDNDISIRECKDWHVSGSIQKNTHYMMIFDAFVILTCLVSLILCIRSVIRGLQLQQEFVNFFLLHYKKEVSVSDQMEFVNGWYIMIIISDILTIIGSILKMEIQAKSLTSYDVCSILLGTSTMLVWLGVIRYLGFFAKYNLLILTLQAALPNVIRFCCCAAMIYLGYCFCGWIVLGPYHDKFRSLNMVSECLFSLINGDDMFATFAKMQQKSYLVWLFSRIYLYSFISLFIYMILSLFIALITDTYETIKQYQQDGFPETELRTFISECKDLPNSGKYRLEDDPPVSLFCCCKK
#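 Material: TRPML3-YFP stable HEK293 cells | Dosing: One concentration, 3 µM nominal, 0.3% DMSO | Timing: 125 s total fluorescence read per well | Technique: Fluo-8 calcium dye fluorescence, ex 470-495, em 515-575 nm | Measure: Percent activation from peak-to-basal fluorescence ratio, scaled between DMSO and carbachol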
# NPY2 pot ag: potentiates or activates human NPY-Y2 receptor; actives 0.45% (n = 220,000); P49146; cells expressing NPY-Y2, potentiator/agonist read-out; activation, % at 3.6 µM; AID 1359; in the data active = activation above about 27%;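 also: cells stimulated with NPY near EC25 plus isoproterenol at EC100; 0% = vehicle plus submaximal agonist and 100% = vehicle plus saturating agonist; some results beyond the cut were filed as inactive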
# * hit, by the source's call; / = no result given.
item	molecule	S1P4 agonist	TRPN1 ag	NPY-Y1 antag	CHOP inh	TRPML3 agonist	NPY2 pot ag	EP2 mod	S1P4 antag	NPY1 pot ag
1	Cn1cccc1C(=O)OCC(=O)NC1CCS(=O)(=O)C1 (stereo not given)	1.0	1.5	-3	-12	0.8	-2	31	-22	4
2	CC1=C(C(=O)OCC2CCCO2)C(c2coc3ccc(Cl)cc3c2=O)C2=C(CCCC2=O)N1 (stereo not given)	-0.9	-0.2	6	1	0.4	-2	15	-2	8
3	COc1ccccc1NC(=O)CN1CCN(S(=O)(=O)c2ccc(Br)cc2)CC1	0.1	1.1	1	35	-0.2	5	11	4	12
4	Cc1ccc(CN2CCN(Cc3nc4ccccc4nc3C)CC2CCO)cc1 (stereo not given)	-0.6	1.4	/	19	0.5	-7	-1	-2	13
5	CC(=O)Oc1cccc(N2C(=O)c3ccc(C(=O)O)cc3C2=O)c1	2.1	-0.4	0	-1	1.1	-3	20	-2	3
6	COc1ccc(O[C@H]2C=C[C@@H](c3ccccc3)O[C@@H]2CO/N=C(\C)CCN2CCc3nc(-c4ccccc4)c(-c4ccccc4)cc3C2)cc1	0.9	-0.5	5	34	-0.3	-3	19	12	-37
7	CN1CCN(CC#CCn2c3ccccc3c3ccccc32)CC1	-1.6	3.3	-2	-9	0.8	-3	-20	10	-5
8	O=C(CN(C(=O)CCC(=O)Nc1nccs1)c1ccccc1F)NCC1CCCO1 (stereo not given)	1.1	0.6	4	73*	0.3	-1	21	-16	-22
9	CC(=O)c1ccc(OCC(=O)NCC(c2ccco2)N2CCCCC2)cc1 (stereo not given)	2.1	0.7	6	5	1.1	3	-18	10	-3
10	CN(C)S(=O)(=O)N1CCN(c2ccccc2Cl)CC1	1.5	0.8	10	25	2.7	2	11	5	3
11	COc1cccc(CC2(CO)CCN(Cc3cnc(-c4cccc(C)c4)nc3)CC2)c1	1.3	6.9	5	58	3.6	-23	-17	-5	-1
12	COc1ccc(Cl)cc1NC(=O)CN(C(=O)c1ccco1)C1CCCCC1	0.3	0.6	11	34	-0.5	-2	35	19	9
13	COC(=O)c1[nH]c2cc(OC)ccc2c1N	-1.3	0.5	1	21	0.8	20	-19	15	12
14	COc1ccc(C(=O)OCC(=O)Nc2ccc(F)cc2F)cc1OC	-2.8	0.8	19	12	-0.2	-31	-12	-2	-12
15	O=C(Cc1csc(Nc2nc(=S)[nH]c3ccccc23)n1)NCc1cccc(Cl)c1	-0.7	1.3	4	80*	0.0	-6	10	-11	-20
16	COc1ccc(NS(=O)(=O)c2cc(NC(=O)c3cnc(C)cn3)ccc2N2CCCC2)cc1	-1.9	0.4	-1	32	0.0	2	-18	-8	-29
17	CCC(=O)N1c2ccccc2NC2=C(C(=O)CCC2)C1c1ccccc1 (stereo not given)	0.8	0.5	6	9	0.0	4	10	4	31
18	COc1ccc2oc(=O)c(C(=O)OCC(=O)c3ccc([N+](=O)[O-])cc3)cc2c1	-1.1	-0.6	4	7	1.0	-4	24	-4	22
19	CCOC(=O)C1CCCN(CC(=O)Nc2c(C(=O)OC)[nH]c3ccc(Cl)cc23)C1 (stereo not given)	1.2	-0.9	1	37	-0.8	13	-55	-9	-22
20	CCOc1ccc(CC(=O)Nc2cccc(-c3ccc4nnc(C)n4n3)c2)cc1	1.5	0.1	2	1	0.5	-8	-42	-8	8
21	CCN1CCN(S(=O)(=O)c2cc(OC)c(Cl)cc2OC)CC1	0.8	0.4	1	-2	-0.3	6	-2	8	-6
22	Cc1ccc(C(C(=O)NC2CCCCC2)N(C(=O)Cc2c[nH]c3ccccc23)c2ccccc2C)o1 (stereo not given)	-0.5	-0.7	3	100*	0.7	-3	21	-2	-13
23	CCOc1cc2[nH]c(=S)n(CCCOC)c(=O)c2cc1OCC	1.6	-0.4	-3	14	0.1	1	-13	-8	0
24	CCOC(=O)C1=C(C)NC(SC)=NC1c1ccc(OC)cc1 (stereo not given)	2.9	-1.0	4	-1	0.5	0	17	-16	-2
25	CCOC(=O)c1ccc(Nc2nnc3nc(C)cc(C)n23)cc1	1.2	0.4	3	14	-0.2	18	34	-4	-14
26	C1CCC(n2nnnc2CN2CCN(C3CCCC3)CC2)CC1	-0.1	0.1	4	3	1.0	-9	3	-16	-9
27	COc1ccccc1NC(=O)CCC(=O)Nc1nnc(C(F)(F)F)s1	2.8	1.5	4	19	0.6	5	3	-18	4
28	CC(C)CCN1CC(C(=O)NC(C)C)CC1=O (stereo not given)	0.5	0.8	1	-17	1.0	11	6	-2	26
29	Cn1nnnc1SCC(=O)Nc1ccc2c(c1)OCCO2	0.5	2.2	-5	-13	0.6	-5	0	2	-4
30	O=C(COC(=O)c1cc(-c2cccs2)nn1-c1ccccc1)Nc1cc([N+](=O)[O-])ccc1Cl	-1.1	0.7	4	24	0.9	6	28	-5	-12
31	CCc1ccc(-c2cc(C(F)(F)F)n3nc(C(=O)Nc4cnn(Cc5ccccc5C)c4)cc3n2)s1	0.6	1.6	5	31	0.2	6	6	-10	-1
32	CSc1ccc(-c2nnn(Cc3ccccn3)n2)cc1	2.0	-0.5	-5	25	1.0	9	-41	-2	-2
33	c1ccn2c(CNc3ncnc4sccc34)nnc2c1	0.0	0.0	-3	-4	0.5	10	-7	2	26
34	Cc1cc(C)c(S(=O)(=O)/N=C2/C=C(SCC(=O)O)C(=O)c3ccccc32)cc1C	1.5	-0.8	-2	-20	0.3	-1	-13	3	-10
35	CCOC(=O)c1c(C)n(C)c2c(C)cc(O)c(OC(C)=O)c12	-0.3	-1.5	1	17	1.5	12	0	-15	1
36	CC12CCC(C(=O)N(c3cccc(Cl)c3)C1=O)C2(C)C (stereo not given)	-0.5	0.2	9	24	-0.2	-7	24	-16	4
37	Cc1ccccc1CSc1nnc(-c2ccncc2)o1	-0.6	-1.0	0	19	0.4	3	-2	-13	15
38	CCCC1(CCC)NC(=O)N(CC(=O)Nc2cccc(OC)c2)C1=O	0.1	1.9	7	-1	0.8	4	-58	19	12
39	O=C(CN(c1ccc(Cl)cc1)S(=O)(=O)c1ccccc1)N1CCN(c2ccccc2)CC1	0.5	-1.7	5	73*	0.4	-13	9	-10	-20
40	O=C(CSc1nnc2scc(-c3ccccc3)n12)Nc1nsc(-c2ccccc2)n1	-0.3	0.3	2	55	0.1	-2	-40	-18	-19
41	CCn1nnnc1-c1ccc(OC)c(S(=O)(=O)NCc2ccccc2)c1	1.6	0.1	2	1	0.3	3	-17	-22	-2
42	CCS(=O)(=O)c1ccc2c(c1)N(S(C)(=O)=O)CC(C(=O)NCc1ccccc1OC)O2 (stereo not given)	3.5	0.7	0	-9	0.1	-9	-12	-13	3
43	CCCCNC(=O)c1onc(CSc2ccc(Cl)cc2)c1C(=O)O	0.8	-0.9	21*	15	-0.5	-47	8	2	-34
44	Nc1ccc(-c2sc(N)nc2-c2ccccc2)cc1	2.2	0.0	-3	11	0.9	3	-2	-6	15
45	Cn1c(Cc2cccs2)nnc1SC/C=C/c1ccccc1	-0.9	-0.4	4	30	-0.4	17	0	-3	7
46	CN1CCN(NC(=O)CSc2ccc(Cl)cc2Cl)CC1	1.8	-0.8	0	-5	0.6	1	16	-22	1
47	CNc1oc(C)nc1S(=O)(=O)c1ccc(C)cc1	-0.3	1.9	8	-13	1.2	8	36	19	6
48	CCc1ccc(NC(=O)Cn2cccc2)cc1	0.9	1.2	4	40	0.5	9	22	-2	7
49	O=C(COc1ccccc1)NNc1nc2c(F)cccc2s1	-0.3	-1.2	4	-4	0.6	-24	0	-12	-21
50	CCOC(=O)N1CCN(C(=S)NCCOC)CC1	1.1	1.7	-1	-5	0.3	0	19	-2	-8

# Other entries
item	molecule	S1P4 agonist	TRPN1 ag	NPY-Y1 antag	CHOP inh	TRPML3 agonist	NPY2 pot ag	EP2 mod	S1P4 antag	NPY1 pot ag
51	CCN(C(=O)COC(=O)/C=C/c1ccccc1[N+](=O)[O-])C1CCS(=O)(=O)C1 (stereo not given)	0.9	1.7	2	17	1.1	-16	18	-3	9
52	O=C1[C@H]2[C@H](ON3CCCC[C@H]23)C(=O)N1c1cccc(C(F)(F)F)c1	-0.7	0.5	-1	-6	-0.2	-10	1	-14	19
53	O=C(Nc1ccccc1C(=O)N1CCOCC1)c1ccc(Cl)cc1	1.9	-0.2	5	-3	0.5	6	-11	-1	-1
54	O=C1N/C(=C\c2ccc(O)cc2)C(O)=C1C=NCc1ccccc1	0.4	2.1	2	39	0.5	1	-66	-7	10
55	CC(=O)N1CCN(C(=S)NCCc2ccccc2)CC1	0.0	2.9	2	5	0.4	7	10	-16	-8
56	CCOc1cccc2cc(C(=O)N3CCc4ccccc43)c(=O)oc12	-0.2	-0.6	5	43	-0.9	18	2	4	2
57	CCOc1ccc(-n2c(SCC(=O)Nc3ccc(OC)cc3)nc3c(c2=O)SCC3)cc1	-0.7	0.1	-4	42	0.1	4	24	-18	8
58	COc1ccc(NC(C)c2cc(Cl)ccc2O)cc1 (stereo not given)	-1.8	-2.1	-7	32	0.3	6	-4	3	-4
59	O=C(C[n+]1cccc(CO)c1)Nc1nc2ccccc2s1	-1.7	1.7	-3	2	0.4	16	24	-11	18
60	O=C(Cn1nnc2ccccc21)C1CC1	2.7	-0.6	0	8	0.6	19	16	-3	1
61	CN(C)S(=O)(=O)Oc1ccccc1C(=O)Nc1ccccc1Cl	0.6	-1.4	-5	-2	-0.4	-4	23	3	3
62	COc1ccc(NC(=O)C2CCCN2S(=O)(=O)c2cccc3cccnc23)c(OC)c1 (stereo not given)	3.7	-0.5	4	44	-0.4	-2	-31	-4	11
63	CCCCNc1ccc2nsnc2c1[N+](=O)[O-]	2.7	0.5	3	10	0.5	5	20	-22	-5
64	C/C(=N\NC(=O)CSc1nc(C)cc(C)n1)c1ccc([N+](=O)[O-])cc1	-1.2	-1.3	/	15	0.1	8	-14	9	16
65	O=C1/C(=C/c2ccsc2)N2CCC1CC2	1.3	-0.2	/	2	0.3	2	2	-1	-1
66	Cc1nc2c(=O)n(-c3ccc(F)c(Cl)c3)nc(C)c2s1	-0.8	0.8	/	2	0.5	11	14	0	27
67	CNc1ccc(S(=O)(=O)NC)cc1[N+](=O)[O-]	2.6	1.6	0	24	1.2	9	13	-12	-13

# Another view of part of the listing above:
26) C1CCC(n2nnnc2CN2CCN(C3CCCC3)CC2)CC1
21) CCN1CCN(S(=O)(=O)c2cc(OC)c(Cl)cc2OC)CC1
14) COc1ccc(C(=O)OCC(=O)Nc2ccc(F)cc2F)cc1OC
44) Nc1ccc(-c2sc(N)nc2-c2ccccc2)cc1
Screen / compound no.	26	21	14	44
S1P4 agonist	-0.1	0.8	-2.8	2.2
TRPN1 ag	0.1	0.4	0.8	0.0
NPY-Y1 antag	4	1	19	-3
CHOP inh	3	-2	12	11
TRPML3 agonist	1.0	-0.3	-0.2	0.9
NPY2 pot ag	-9	6	-31	3
EP2 mod	3	-2	-12	-2
S1P4 antag	-16	8	-2	-6
NPY1 pot ag	-9	-6	-12	15
